# FN deposition inh: fibronectin deposition inhibition; inhibition, % at 12.6 µM; 350,000 compounds, 0.086% hits; AH1F fibroblasts, Alexa488-fibronectin deposition fluorescence, overnight; AID 743247;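 active = mean inhibition across replicates of 30% or more, regardless of how many single replicates reach that level; inconclusive = mean under 30% yet at least half of replicates reach 30%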;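 also: positive control wells lacked labelled fibronectin entirely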
#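 Assay system: AH1F fibroblast monolayer, labelled fibronectin deposition. Amount: 10000 cells per well. Also added: labelled fibronectin 24 nM. Compound: single-point pinned compound. Incubation: cell attachment 1 h, compound and FN exposure overnight. Detection: fluorescence after three HBSS washes, excitation 485 nm, emission 525 nm. Read-out: inhibition of fibronectin deposition signal.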
# PAX8 inh HTS: inhibitors of PAX8 transcriptional activity in RMG-I cells. RMG-I TPO-luciferase reporter, SteadyGlo, 24 h. inhibition, % at 12.6 µM. 360,000 compounds, 1.2% hits. AID 652154;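 active = mean replicate inhibition at least 60% with every replicate also reaching 60%; inconclusive = only one of the two criteria is met; inactive = mean below 60% and not all replicates reaching 60%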;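 also: luciferase light reporting Pax8 driven TPO promoter activity; plate controls were median of neutral control wells for no effect and mitoxantrone controls for full effect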
# PGC1a acetyl inh: PGC1a acetylation modulation, inhibitor mode; inhibition, % at 15.6 µM; 350,000 compounds, 0.17% hits; U2OS PGC1a acetylation, AlphaScreen anti-acetyl-lysine; with virally co-expressed GCN5 acetyltransferase; AID 651687;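 active = every replicate shows inhibition of at least 40%; inconclusive = mean inhibition at least 40% but some replicate below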;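 also: 0% = neutral control wells and 100% = positive control wells; some results beyond the cut were filed as inactive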
# S100A4 MyoIIA: inhibitors of human S100A4 binding to myosin IIA peptide. P26447. 360,000 compounds, 0.14% hits. S100A4/TAMRA-MyoIIA peptide fluorescence polarization. inhibition, % at 10.7 µM. AID 652163;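 active = mean inhibition of at least 70% across replicates, with every replicate also reaching that level; inconclusive = mean inhibition reaches 70% but some replicates fall short; inactive = mean inhibition below 70%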
# Target sequence (P26447 whole entry, looked up): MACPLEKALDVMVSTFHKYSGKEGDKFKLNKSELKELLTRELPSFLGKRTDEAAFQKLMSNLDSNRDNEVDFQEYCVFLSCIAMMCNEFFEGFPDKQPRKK
#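 assay system = human S100A4 monomer with TAMRA-labelled myosin IIA peptide | also added = labelled myosin peptide probe, 5 nM | incubation = 5 min between mix addition and reading | control set = DMSO and TFP controls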
# ERAP1 HTS inh: blocks human ERAP1 aminopeptidase activity. inhibition, % at 10.7 µM. recombinant ERAP1, Leu-AMC fluorescence, 60 min. AID 652197. Q9NZ08. 340,000 compounds, 0.15% hits;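 active = mean replicate inhibition of at least 30%, or all replicates individually reaching that 30% level; inactive = mean below 30% and not every replicate reaching it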;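 also: 0% = neutral control wells and 100% = L-leucinethiol positive control wells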
# Target sequence (Q9NZ08 whole entry, looked up): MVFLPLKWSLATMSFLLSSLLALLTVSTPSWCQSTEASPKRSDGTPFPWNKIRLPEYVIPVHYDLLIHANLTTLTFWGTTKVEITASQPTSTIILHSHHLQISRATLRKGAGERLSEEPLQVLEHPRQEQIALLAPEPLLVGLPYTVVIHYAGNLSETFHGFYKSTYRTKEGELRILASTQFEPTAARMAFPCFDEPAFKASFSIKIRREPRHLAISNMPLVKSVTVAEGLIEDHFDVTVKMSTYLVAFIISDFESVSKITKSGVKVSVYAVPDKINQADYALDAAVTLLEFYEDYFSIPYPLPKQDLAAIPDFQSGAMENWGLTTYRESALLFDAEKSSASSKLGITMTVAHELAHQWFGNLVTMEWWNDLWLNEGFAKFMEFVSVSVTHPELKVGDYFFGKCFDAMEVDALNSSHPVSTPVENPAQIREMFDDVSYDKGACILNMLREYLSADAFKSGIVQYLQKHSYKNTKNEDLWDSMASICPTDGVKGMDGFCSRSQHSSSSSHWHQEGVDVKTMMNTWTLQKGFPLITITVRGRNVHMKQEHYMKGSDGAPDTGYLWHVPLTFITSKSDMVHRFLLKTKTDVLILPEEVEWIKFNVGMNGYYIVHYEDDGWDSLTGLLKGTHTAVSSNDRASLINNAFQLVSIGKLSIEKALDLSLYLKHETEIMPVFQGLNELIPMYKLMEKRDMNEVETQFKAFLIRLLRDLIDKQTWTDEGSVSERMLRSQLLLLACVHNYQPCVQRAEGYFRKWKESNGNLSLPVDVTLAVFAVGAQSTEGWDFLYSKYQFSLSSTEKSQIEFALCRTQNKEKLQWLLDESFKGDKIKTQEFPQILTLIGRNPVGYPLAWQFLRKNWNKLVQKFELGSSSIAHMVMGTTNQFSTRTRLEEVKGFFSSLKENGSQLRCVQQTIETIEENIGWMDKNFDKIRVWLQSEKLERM
# LGR2 inh: Drosophila LGR2 receptor signaling inhibition; HEK293 LGR2, CRE-luciferase, bursicon-stimulated, 4 h; inhibition, % at 9.99 µM; 380,000 compounds, 0.35% hits;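 active = drop in luminescence signal, shown as inhibition above about 50% in the replicate tests, limit read from the data, passing the limit was not always enough; inconclusive = probably only some replicates passing the limit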;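 also: agonist challenge used bursicon conditioned medium at about half maximal strength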
# EWS-Fli inh: inhibitors of EWS/Fli oncoprotein transcriptional activity; 350,000 compounds, 0.67% hits; A673 NR0B1-luciferase reporter, viability-normalised; inhibition, % at 12.6 µM;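 active = mean inhibition of at least 50% after viability correction, with every replicate also passing that limit; inconclusive = mean reaches 50% but only one of two replicates passes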;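 also: firefly luciferase signal divided by Alamar Blue viability fluorescence both relative to DMSO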
# PglD inh: inhibitors of Campylobacter jejuni PglD acetyltransferase | inhibition, % at 12.5 µM | AID 602405 | 360,000 compounds, 0.098% hits | purified PglD enzyme, DTNB colorimetric CoA detection; in the data active = inhibition above about 16%, passing the limit was not always enough; inconclusive = no clear call, values can overlap the other calls; also: strong numbers were not always called active
# The depositor's hits bear a star; ? = inconclusive; / = no result given; & = joins results of further samples.
SMILES,FN deposition inh,PAX8 inh HTS,PGC1a acetyl inh,S100A4 MyoIIA,ERAP1 HTS inh,LGR2 inh,EWS-Fli inh,PglD inh
COc1ccc(S(=O)(=O)N(C)C[C@H]2Oc3ccc(NS(=O)(=O)c4ccc(C)cc4)cc3C(=O)N([C@H](C)CO)C[C@@H]2C)cc1,/,-4,1,8,-2,-18,-3,/
O=C(Nc1cc([N+](=O)[O-])ccc1N1CCCC1)c1ccccc1,-4,7,-5,-8,6,5,8,9
O=C(Nc1ccc(F)cc1)C(c1ccccc1)N1CCN(c2ccncc2)CC1 (stereo unspecified),/,-12,/,0,/,-26,4,/
OCCNc1ncnc2c1cnn2Cc1ccccc1,0,-7,10,-1,2,5,8,2
CO[C@@H]1CN(C)C(=O)c2ccc(NC(=O)Nc3cc(F)ccc3F)cc2OC[C@H](C)N(C)C[C@@H]1C,0,-3,11,-9,4,13,-6,-5
COC(C[C@H]1O[C@H]1C(=O)COCc1ccccc1)OC,1,-6,10,0,1,14,1,4
O=C(O)c1cc2cc(Cl)ccc2[nH]1,-3,1,3,-1,-3,2,0,-1
CCOc1ccc(Nc2ncnc3c2cnn3Cc2ccccc2)cc1,/,/,/,3,-2,-3,-2,-2
COc1cc(CNCCCO)ccc1OCC(=O)NC(C)(C)C,11,1,-2,-5,-3,18,3,/
COc1ccccc1NC(=S)N1CCOCC1,1,17,/,-3,2,/,11,/
CCSc1nnc(SCC(=O)Nc2cc(C)on2)s1,-6,-5,3,-3,-1,-2,-1,-1
Clc1cccc(-c2ccc3ncnc(NCc4cccs4)c3c2)c1,1,3,3,-14,-1,-12,13,-6
C[C@@H]1CCCCO[C@@H](CN(C)CC2CC2)[C@@H](C)CN([C@H](C)CO)C(=O)c2cc(NC(=O)Nc3ccc4c(c3)OCO4)ccc2O1,3,-3,-5,-31,0,-1,/,0
O=c1nc(N/N=C/c2ccccn2)cn[nH]1,7,59,/,-1,5,5,25,/
COCCCNC(CC(=O)Nc1ccc(OC)cc1OC)C(=O)O (stereo unspecified),3,/,-1,/,/,-1,/,-1
COCCN(C(=O)COC(=O)/C=C/c1cccc(OC)c1)c1c(N)n(CC(C)C)c(=O)[nH]c1=O,-2,67*,4,-6,0,8,-2,2
O=C1CN(S(=O)(=O)Cc2ccccc2)C[C@H]2[C@H](c3ccc(C#Cc4cccnc4)cc3)[C@H](CO)N12,/,/,11,-30,3,-3,/,/
CC(C)(C)NS(=O)(=O)c1ccc(/C=C/C(=O)O)cc1,8,-20,0,-1,2,5,7,4
CNC(=O)COC(=O)CCC(=O)c1ccc(Cl)cc1,2,5,-8,-7,-2,5,1,0
COc1ccccc1NC(=O)CN1C(=O)COc2ccc(C)cc21,-1,17,-4,-5,-6,0,17,0

# Profiles from above. Screens in order: FN deposition inh | PAX8 inh HTS | PGC1a acetyl inh | S100A4 MyoIIA | ERAP1 HTS inh | LGR2 inh | EWS-Fli inh | PglD inh
# Clc1cccc(-c2ccc3ncnc(NCc4cccs4)c3c2)c1 is listed with 1 | 3 | 3 | -14 | -1 | -12 | 13 | -6
# C[C@@H]1CCCCO[C@@H](CN(C)CC2CC2)[C@@H](C)CN([C@H](C)CO)C(=O)c2cc(NC(=O)Nc3ccc4c(c3)OCO4)ccc2O1 is listed with 3 | -3 | -5 | -31 | 0 | -1 | / | 0
# COCCCNC(CC(=O)Nc1ccc(OC)cc1OC)C(=O)O (stereo unspecified) is listed with 3 | / | -1 | / | / | -1 | / | -1
# CCOc1ccc(Nc2ncnc3c2cnn3Cc2ccccc2)cc1 is listed with / | / | / | 3 | -2 | -3 | -2 | -2
# CCSc1nnc(SCC(=O)Nc2cc(C)on2)s1 is listed with -6 | -5 | 3 | -3 | -1 | -2 | -1 | -1

# Continuation:
SMILES,FN deposition inh,PAX8 inh HTS,PGC1a acetyl inh,S100A4 MyoIIA,ERAP1 HTS inh,LGR2 inh,EWS-Fli inh,PglD inh
O=[N+]([O-])c1ccc(CCNc2cccc3ccccc23)c([N+](=O)[O-])c1,2,35,/,-2,-1,7,15,/
N#Cc1cccc(-c2ccc(C3[C@@H]4CN(C(=O)Nc5ccc(C(F)(F)F)cc5)C[C@H]3N4)cc2)c1 (stereo partly specified),-6&0,-1&3,16&-6,/,/,7&1,6&-10,/
O=C(NCCC(=O)N1CCCCCCC1)c1ccc(Br)cc1,-4,-5,-5,8,1,0,-7,-5
CC[C@@H]1C/C=C\Cc2ccccc2[C@@H](C(=O)C[C@H](O)CC(C)=O)OC1=O,-2,0,12,1,1,1,0,-3
C=CCNC(=S)NCCCCC1NC(=S)N(CC=C)C1=O (stereo unspecified),-4,11,/,5,-5,-11,14,/
O=C(CCn1c(=S)oc2ccccc21)NC1CCCCCC1,-1,26,-11,0,-2,4,14,/
COc1nc2ccccc2nc1CCC(=O)O,-6,8,3,-5,3,23,-1,-2
COc1cccc(NC(=O)NCCCCc2ccccc2)c1,0,-27,/,-1,-1,-25,/,9
COc1ccc(NS(=O)(=O)c2cc(NC(=O)c3ccncc3)ccc2N2CCOCC2)cc1,12,4,-10,/,/,-5,/,4
O=C(CCS(=O)(=O)c1ccccc1)Nc1cccc2c1C(=O)NC2=O,-8,-3,8,-1,0,10,-2,/
O=C(CCC(=O)OCC(=O)c1ccccc1)Nc1cccc(Cl)c1,-1,37,/,-7,2,5,2,/
CCO[C@@H]1OC(C(N)=O)=C[C@H](C2CC2)[C@H]1CCCO,3,-33,-1,-6,1,2,1,0
O=C(CSc1nnc(CNC(=O)c2ccc(F)cc2)o1)c1ccccc1,2,/,6,-1,1,11,1,0
CCOC(=O)C1(CCOc2ccccc2)CCN(Cc2cccc(OC)c2)CC1,-6,18,/,-1,-3,-5,20,-7
COCCCNC(=S)NNC(=O)c1ccc(C(C)(C)C)cc1,2,1,/,-2,/,8,9,/
CC(=O)Nc1cccc(-c2cn3ccc(C)cc3n2)c1,3,-180,/,-3,1,-96,-113,/
NS(=O)(=O)c1ccc(NC(=O)CSc2nnc(-c3ccc(O)cc3)o2)cc1,5,-15,/,1,-3,11,0,3
COc1ccc(S(=O)(=O)Nc2cccc3c2O[C@H](CN(C)Cc2ccncc2)[C@H](C)CN([C@@H](C)CO)C3=O)cc1,/,1,6,7,-1,-22,1,1
Cc1ccc(N(C)/N=C/c2ccc(Cl)cc2Cl)nn1,-10,-12,5,16,-1,-8,-14,-4
C[C@H](NC(=O)[C@H]1[C@H](CO)[C@H]2Cn3c(ccc(C4=CCCCC4)c3=O)[C@H]2N1C)c1ccccc1,/,10,-6,-4,2,-8,-1,3
CCCCCCSc1cccc(-c2nc3cc(C)ccn3c2NCc2ccccc2)c1,-14,-32,-1,-4,-2,-7,-8,3
C/C=C(/C)C(=O)Nc1cccc(C2=NOC3(C2)C[C@H](C(N)=O)N(C(=O)Cc2ccc([N+](=O)[O-])cc2)C3)c1 (stereo partly specified),-1,-7,4,5,-3,-17,-3,2
COc1ccc2c3c(n(C)c2c1)[C@H](CO)N(C(C)=O)CC31CCN(Cc2cccnc2)CC1,/,1,-4,31,-2,-15,-4,/
O=C(/C=C/c1c(F)cccc1Cl)Nc1ccc(S(=O)(=O)Nc2ncccn2)cc1,2,-5,/,-2,-5,-9,/,-2
O=S(=O)(NCc1cccnc1)c1cccc2cccnc12,/,/,-5,2,2,5,-7,2
COCCN(CC(=O)Nc1cccc(C)c1C)C(=O)c1cc(-c2cccs2)nn1-c1ccccc1,0,10,-6,0,-1,15,0,-2
Cc1cc(N2CCN(C(=O)c3ccco3)CC2)n2nc(C)c(-c3ccccc3)c2n1,6,0,0,/,/,/,/,1
CN(C)C(=O)C[C@H]1CC[C@@H]2[C@H](COc3ccc(NC(=O)c4cnccn4)cc3C(=O)N2C)O1,-3,-5,3,-3,4,-2,-3,-2
COc1ccc(C(=O)C[n+]2ccc(N)c(C)c2C)cc1,0,?,3,-7,0,-7,11,/
COc1ccc(C(=O)N2CCN(c3cccc(C)c3C)CC2)cc1S(=O)(=O)NC1CC1,-1,25,/,0,2,-7,10,0
CS(=O)(=O)N1CCN(C(=O)c2cc3ccccc3oc2=O)CC1,/,/,12,22,6,/,-13,/
CC1=C(C(=O)OCc2ccc(C)cc2)C(c2ccc(O)c([N+](=O)[O-])c2)NC(=O)N1 (stereo unspecified),6,-3,/,-6,3,10,3,/
COC(=O)N[C@@H]1C[C@H]2[C@@H]3CC[C@H]4C[C@@H](OC)CC[C@]4(C)[C@H]3CC[C@]12C,1,5,-20,-4,/,7,-3,5
COc1ccc(C#Cc2ccc([C@@H]3[C@@H](CO)N4C(=O)CN(C(=O)c5ccc(F)cc5)C[C@H]34)cc2)cc1,0,/,/,-5,3,-2,-17,/
CC(C)c1ccc(S(=O)(=O)Nc2ccc3c(c2)OCO3)cc1,-7,1,-3,0,-4,10,-2,-2
Nn1c(SCC(=O)Nc2ccc(OC(F)F)cc2)nnc(Cc2ccccc2)c1=O,-11,4,-2,29,-2,1,0,-7
Cc1ccc(S(=O)(=O)N2CCOCC2)cc1NC(=O)CN1C(=O)CN(C)C1=O,4,3,/,2,5,8,3,0
C[C@@H]1CCCCO[C@H](CN(C)C(=O)Nc2ccccc2)[C@H](C)CN([C@H](C)CO)C(=O)c2cc(N(C)C)ccc2O1,/,4,1,-7,-4,-9,1,2
CN1CCN(c2ccc(C(CC(N)=O)NC(=O)Cc3ccc(Br)cc3)cc2[N+](=O)[O-])CC1 (stereo unspecified),-17,12,/,-1,/,10,-6,4
COc1ccccc1C(=O)NC1CCSc2ccccc21 (stereo unspecified),5,-13,-9,6,3,-3,/,-5
COc1ccc(-c2ccc(CCC(=O)O)n2-c2ccc(O)cc2)cc1,1,-11,1,-1,4,-15,2,-2
CN1CCc2c(sc3nc(SCC(=O)N4CCOCC4)n(-c4ccc(Cl)cc4)c(=O)c23)C1,16,7,-2,-4,0,-8,-10,1

# Shown with two lines to a compound: entries from further up.
# Results follow in this order: FN deposition inh	PAX8 inh HTS	PGC1a acetyl inh	S100A4 MyoIIA	ERAP1 HTS inh	LGR2 inh	EWS-Fli inh	PglD inh
- N#Cc1cccc(-c2ccc(C3[C@@H]4CN(C(=O)Nc5ccc(C(F)(F)F)cc5)C[C@H]3N4)cc2)c1 (stereo partly specified)
 : -6&0	-1&3	16&-6	/	/	7&1	6&-10	/
- O=C(NCCC(=O)N1CCCCCCC1)c1ccc(Br)cc1
 : -4	-5	-5	8	1	0	-7	-5

# Structural class, the compounds so far with a thiophene ring, fused or not
SMILES,FN deposition inh,PAX8 inh HTS,PGC1a acetyl inh,S100A4 MyoIIA,ERAP1 HTS inh,LGR2 inh,EWS-Fli inh,PglD inh
Clc1cccc(-c2ccc3ncnc(NCc4cccs4)c3c2)c1,1,3,3,-14,-1,-12,13,-6
COCCN(CC(=O)Nc1cccc(C)c1C)C(=O)c1cc(-c2cccs2)nn1-c1ccccc1,0,10,-6,0,-1,15,0,-2
CN1CCc2c(sc3nc(SCC(=O)N4CCOCC4)n(-c4ccc(Cl)cc4)c(=O)c23)C1,16,7,-2,-4,0,-8,-10,1
